# OPRM1-OPRD1 inv: inverse agonists of MOR-DOR heterodimerization, primary screen, cell-based, luminescence | actives 0.21% (n = 340,000) | Mu-type opioid receptor (Homo sapiens) + Delta-type opioid receptor (Homo sapiens), … | inhibition, % at 9.3 µM | cell-based MOR-DOR heterodimer luminescence, inverse agonism; in the data active = inhibition above about 22%, passing the limit was not always enough;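 also: 0% = cells with DMSO and 100% = wells without cells with DMSO; values of inactives mirror those of a sister screen read the other way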
# phage Ecoli inh: growth loss of phage-infected E. coli, primary screen, RecBCD inhibitor project, absorbance, with phage, HTS | inhibition, % at 11.9 µM | actives 0.26% (n = 360,000) | AID 651602, 2012; in the data active = inhibition above about 11%
# PKA-R2B activ: activators of PKA-R2B holoenzyme, primary screen, biochemical, fluorescence polarization, Cy5-IP20, human. cAMP-dependent protein kinase catalytic subunit beta (Homo sapiens) + cAMP-dependent …. PKA-R2B holoenzyme dissociation; R2B truncated from residue 108, S112A mutant; 0% DMSO only, 100% 113 µM cGMP. activation, % at 11.4 µM. actives 0.079% (n = 340,000). AID 504700, 2011;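 active = activation above a cutoff set at the mean over all compounds plus 3 SD, cut at about 18% in these data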;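 also: higher means more holoenzyme dissociation and a rise in polarization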
# Target sequence (P31323 whole entry, looked up, other chains not shown, the tested form may be a part): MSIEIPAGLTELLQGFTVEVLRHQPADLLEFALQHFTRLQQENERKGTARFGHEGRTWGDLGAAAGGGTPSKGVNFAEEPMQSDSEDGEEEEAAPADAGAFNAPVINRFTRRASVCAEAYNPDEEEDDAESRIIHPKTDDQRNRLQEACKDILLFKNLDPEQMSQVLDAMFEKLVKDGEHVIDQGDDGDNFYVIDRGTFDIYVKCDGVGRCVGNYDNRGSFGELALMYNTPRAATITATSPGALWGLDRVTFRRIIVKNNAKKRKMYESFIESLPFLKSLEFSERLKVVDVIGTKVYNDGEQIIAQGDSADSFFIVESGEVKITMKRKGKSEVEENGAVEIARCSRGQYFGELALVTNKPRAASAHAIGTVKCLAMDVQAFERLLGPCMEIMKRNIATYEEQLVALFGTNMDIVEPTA
# AddAB inh: growth inhibition of E. coli expressing H. pylori AddAB, primary screen, AddAB inhibitor project, absorbance. inhibition, % at 11.9 µM. actives 0.29% (n = 330,000); in the data active = inhibition above about 12%;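 also: 0% = vehicle wells of infected cells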
# PKA-R1A activ: activators of PKA-R1A holoenzyme, primary screen, biochemical, fluorescence polarization, Cy5-IP20, bovine R1A, mouse PKAc; PKA-R1A dissociation; scaled: DMSO 0%, 113 µM cGMP 100%; actives 0.083% (n = 340,000); cAMP-dependent protein kinase type I-alpha regulatory subunit (Bos taurus) + …; activation, % at 11.4 µM;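 active = percent activation above the mean of all tested compounds plus 3 SD, cut at about 19% in these data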;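 also: higher means more PKAc released from R1A so a rise in polarization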
# OPRM1-OPRD1 ag: agonists of OPRM1-OPRD1 heterodimerization, primary screen, cell-based, luminescence | cells | activation, % at 9.3 µM | actives 0.3% (n = 340,000); in the data active = activation above about 18%;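 also: 0% = vehicle-treated cells and 100% = reference agonist; values of inactives mirror those of a sister screen read the other way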
# SUMO Mot1 rescue: yeast Mot1-301 growth rescue at high temperature, primary screen, SUMOylation pathway inhibitor project, S. cerevisiae, ATP luminescence, 38.5C; S. cerevisiae Mot1-301 growth rescue; percent above DMSO median, 100 means doubled; growth rescue, % at 18.8 µM; actives 1% (n = 320,000);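 active = every valid replicate shows activation above 250% relative to neutral control wells; inactive = the rest, any valid replicate at or below 250%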;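 also: OY570 slx delta 5 strain wells were the positive control but not used for scaling; some compounds called inactive have numbers as strong as hits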
# HTR5A inv ctr: HTR5A inverse agonists in luminescence cell assay, primary screen, counter-screen for OPRM1-OPRD1 heterodimer inverse agonist project, full-deck HTS. AID 504634, 2011. actives 0.083% (n = 340,000). HTR5A cell line, inverse agonism. inhibition, % at 9.3 µM. 5-hydroxytryptamine receptor 5A (Homo sapiens), P47898; in the data active = inhibition mostly above about 23%, no sharp cut-off; inactive = mostly below about 18%;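 also: 0% = cells with DMSO and 100% = no-cell wells with DMSO; some compounds called inactive have numbers as strong as hits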
# Target sequence (P47898 whole entry, looked up): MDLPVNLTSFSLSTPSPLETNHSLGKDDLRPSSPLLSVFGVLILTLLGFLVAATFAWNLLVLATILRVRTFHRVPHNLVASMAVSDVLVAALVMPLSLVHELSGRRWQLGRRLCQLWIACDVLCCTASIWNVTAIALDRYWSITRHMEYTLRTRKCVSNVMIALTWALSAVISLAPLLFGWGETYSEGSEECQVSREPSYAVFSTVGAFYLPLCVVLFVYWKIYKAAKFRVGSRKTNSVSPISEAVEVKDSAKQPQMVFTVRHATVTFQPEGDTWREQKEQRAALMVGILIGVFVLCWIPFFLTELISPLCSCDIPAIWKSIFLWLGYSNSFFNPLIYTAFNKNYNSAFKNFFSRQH
# PfHsp90 set2: growth inhibition of PfHsp90-expressing yeast, primary screen, antimalarial PfHsp90 inhibitor project, S. cerevisiae, BacTiter-Glo luminescence, single point, set 2. inhibition, % at 9.4 µM. actives 0.32% (n = 310,000). BacTiter-Glo ATP, 48 h; yeast lacking PDR1 and PDR3 efflux regulators. AID 504621, 2011;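 active = every replicate shows inhibition above about 80%, whatever the replicate mean, limit read from the data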;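 also: 0% = DMSO neutral controls and 100% = 20 µM radicicol positive controls; yeast relying on Plasmodium falciparum Hsp90 in place of its own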
# Ecoli viability: E. coli V3065 growth inhibition, primary screen, counter-screen for AddAB inhibitor project, absorbance, OD600 | 18 h | inhibition, % at 11.9 µM | actives 0.27% (n = 330,000) | AID 449728, 2010;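 active = inhibition above the campaign's mean inhibition across all tested compounds plus 3 SD, cut at about 9.9% in these data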;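 also: uninfected addAB+ strain grown without phage in ampicillin broth; 0% = DMSO wells and 100% = ciprofloxacin 0.95 µg/ml wells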
# Tat transport: E. coli Tat export inhibitors, primary screen, MC4100, TorA-mCherry reporter, fluorescence, single point; actives 0.036% (n = 340,000); inhibition, % at 10 µM;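 active = mean replicate inhibition at least 50% and at least half of replicates individually reaching 50%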;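 also: exported cargo escapes ClpAP degradation while cytoplasmic cargo is degraded and loses fluorescence; 0% = median of neutral control wells and 100% = median of NaSCN control wells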
# Numbers without * were called inactive; . = no result given.
SMILES,OPRM1-OPRD1 inv,phage Ecoli inh,PKA-R2B activ,AddAB inh,PKA-R1A activ,OPRM1-OPRD1 ag,SUMO Mot1 rescue,HTR5A inv ctr,PfHsp90 set2,Ecoli viability,Tat transport
Cc1cccc(NC(=S)N(CCCN2CCOCC2)C(C)c2cc3ccccc3o2)c1 (centres undefined),8,-0.4,11,-0.6,-5,-1.4,-4,-12,-43,0.7,-2
O=C1CC(c2ccncc2)c2cc3c(cc2N1)OCO3 (centres undefined),13,0.0,-10,2.0,1,-3.0,14,-8,-13,0.3,-7
Cc1[nH]c(C)c(S(=O)(=O)NCCc2ccccc2)c1C(=O)N1CCCCC1,6,0.2,7,-2.1,0,-1.2,49,-6,13,0.8,-2
O=C(CNS(=O)(=O)c1ccc(F)c(Cl)c1)N1CCCCCC1,11,4.5,-11,2.4,1,-2.1,-9,9,-27,2.6,13
CC1CC(NC(=O)c2c(O)nc3ccccn3c2=O)CC(C)(C)C1 (centres undefined),-4,3.5,0,.,-2,0.8,.,-7,-8,.,-2
O=C(NC1CCCC1)c1cc2c(=O)n3ccccc3nc2s1,12,-1.7,-2,-0.4,11,-2.8,-10,2,11,0.0,14
COc1ccc(CCNC(=O)CC(c2ccccc2)c2cccc(C)c2O)cc1OC (centres undefined),6,2.2,-1,0.7,-5,-1.2,9,11,-12,-3.5,1
COCCNC(=O)/C(C#N)=C/c1c(F)cccc1Cl,-15,3.8,-2,0.3,8,2.7,-27,1,-27,0.9,-11
CN1c2ccccc2-c2nc3ccccc3n2C1c1cccs1 (centres undefined),-6,2.1,-3,2.4,-11,1.1,-9,3,-16,3.6,2
Cn1nnnc1SCSc1nnnn1C,11,4.8,-5,2.4,4,-2.1,-5,-16,-17,-1.5,3
COc1ccccc1NC(=O)c1cc(Cl)nc2ccccc12,-1,4.1,3,-0.3,-7,0.3,6,-4,-4,0.2,-3
Cc1ccc(NC(=O)C2(c3cccs3)CCOCC2)cc1C,6,4.4,-4,2.1,-2,-1.1,-13,-1,-8,0.6,-8
C[C@@H]1CC[C@@]2(O[C@H](CCO)C[C@@H](O)[C@@H]2O)O1,18,-0.6,-4,1.4,-2,-3.1,2,-33,13,-0.9,3
CN(Cc1cccc(F)c1)C(=O)CN1CCN(S(=O)(=O)c2ccc3c(c2)OCCCO3)CC1,-2,4.5,-8,0.8,12,0.4,-9,-14,3,0.5,2
O=C(COC(=O)CCN=C1NS(=O)(=O)c2ccccc21)NNC(=O)c1ccc(Cl)cc1,10,1.2,-9,-0.3,-1,-2.2,1,-21,0,-1.6,4
CC1CN(C(=O)/C=C/c2ccccc2[N+](=O)[O-])CC(C)O1 (centres undefined),-3,2.3,-6,-0.5,-7,0.4,-18,-14,-5,-1.3,-3
COc1ccc(CN(C)CC(=O)Nc2ccccc2C(F)(F)F)cc1,-26,3.4,-3,2.9,4,5.1,7,-3,-13,1.9,-8
CC(C)[C@H](NC(=O)c1ccccc1Cl)C(=O)OCc1cc([N+](=O)[O-])cc2c1OCOC2,11,4.3,-16,2.5,-3,-2.1,-28,17,-7,2.5,6
O=c1cc(NCc2ccccc2)[nH]c(=O)[nH]1,13,-0.8,10,1.3,-4,-2.7,15,9,-3,0.0,-7
COc1ccccc1-n1cc2ccc([N+](=O)[O-])cc2n1,10,2.1,-3,-0.1,1,-2.0,9,-7,-2,-2.4,-1
Cc1csc(=O)n1CCC(=O)OCc1nnc(-c2ccccc2)o1,5,3.0,-4,1.6,2,-0.8,6,28,.,1.3,5
CC(C)CN(C(=O)COC(=O)c1cccnc1Cl)c1c(N)n(Cc2ccccc2)c(=O)[nH]c1=O,15,0.6,-4,-0.8,-12,-2.7,-3,0,18,1.3,0
Cc1nc2nc(SCC(=O)NCc3ccco3)nn2c(C)c1Cc1ccccc1,11,-2.2,4,-1.4,-9,-1.7,121,-3,0,0.4,-4
O=C(Nc1ccccc1F)c1ccc(COc2ccc(Cl)cc2Cl)o1,-13,4.0,-9,1.4,0,2.5,8,-15,-3,-1.1,2
CSc1nc(N)c(C(=O)NC2CCCCC2)s1,15,-1.2,-8,3.7,3,-2.8,-9,-4,9,0.5,3
SMILES,OPRM1-OPRD1 inv,phage Ecoli inh,PKA-R2B activ,AddAB inh,PKA-R1A activ,OPRM1-OPRD1 ag,SUMO Mot1 rescue,HTR5A inv ctr,PfHsp90 set2,Ecoli viability,Tat transport
COc1cccc(NC(=O)C2C3C=CC4(O3)C2C(=O)N(C(C)C)C4C(=O)NC2CCCCC2C)c1 (centres undefined),9,2.2,-14,-1.8,3,-1.6,-9,-7,28,-1.6,-6
COC(=O)c1ccc(CSCc2ccc(C(=O)OC)o2)o1,11,-0.9,-15,-0.6,-4,-1.9,2,-24,12,1.2,-6
O=C1CN(C(=O)NCC(=O)N[C@@H](Cc2ccccc2)C(=O)O)c2ccccc2N1,17,-0.3,-1,4.2,-3,-3.4,-5,5,6,3.4,-1
c1ccc(C(c2c[nH]c3ccccc23)c2c[nH]c3ccccc23)nc1,-7,1.9,-6,2.4,-9,1.7,6,-76,-13,0.2,5
O=c1[nH]c(=O)n([C@H]2C[C@H](O)[C@@H](CO)O2)cc1I,10,10,-5,3.3,0,-1.8,-2,-3,-5,4.3,13
COc1cc([C@@H]2CC=C(C(=O)O)[C@H](c3ccccc3)N2S(=O)(=O)c2ccc(C)cc2)cc(OC)c1OC,15,3.5,0,2.2,-2,-2.7,-13,3,-4,-0.9,-1
CCn1nc(C)c(/C=N/NC(=O)Cn2nccc2C)c1C,9,1.3,7,3.4,-13,-1.5,5,-6,-4,2.0,0
Brc1ccc(-n2cccc2/C=N/n2cnnc2)cc1,20,1.1,-4,1.7,0,-4.9,-16,-10,9,-2.4,1
COc1cc(C)c(Cl)cc1S(=O)(=O)NCCN1CCOCC1,5,3.0,5,1.0,0,-0.9,-6,-30,-9,2.3,3
CN(CCOCCOc1ccc2ccccc2c1)Cc1ccccc1,-6,4.0,-6,3.1,-1,1.0,10,-17,5,-0.7,-11
Cc1csc(=O)n1CCC(=O)OCC(=O)Nc1cc(Cl)ccc1[N+](=O)[O-],-19,3.3,-6,3.9,-1,2.8,-11,11,5,2.5,0
Cc1cc(=O)oc2cc(OC(C)C(=O)NCCCN3CCCC3=O)c(Cl)cc12 (centres undefined),13,1.2,2,5.3,-1,-2.5,-2,9,-9,3.3,-10
COc1ccc(C2C(C#N)=C(SCC(=O)Nc3ccc(C)cc3)NC3=C2C(=O)CC(C)(C)C3)cc1 (centres undefined),1,0.6,-9,0.7,-2,-0.1,34,0,-12,1.3,-1
NS(=O)(=O)c1ccc(CCNC(=O)CNS(=O)(=O)c2cccc(Br)c2)cc1,16,-4.0,-13,1.3,0,-3.4,147,-22,3,0.0,-2
O=C(NCC(=O)N1CCN(c2ccccn2)CC1)c1ccc(Br)o1,11,-0.3,10,0.2,7,-2.1,-1,-2,6,1.4,1
O=c1[nH]n(Cc2ccccc2)c2ccccc12,5,-0.1,6,0.5,0,-1.0,8,2,-2,-2.1,-2
CCn1c(SCC(=O)Nc2cc(C)on2)nc2c([nH]c3ccccc32)c1=O,15,1.7,3,0.4,-2,-2.9,20,7,9,0.1,-9
CCN(CC(=O)Nc1ccc(NC(C)=O)cc1)Cc1c(O)ccc2cc(Br)ccc12,-5,0.3,-3,1.1,-6,0.9,95,-10,4,-3.0,-8
COc1cccc(CNC(=O)N2CCN(c3ccccc3C)CC2)c1,6,1.6,-8,2.5,-3,-1.1,-5,-8,-27,2.8,12
COc1ccc(CN(C(=O)CSc2nnc(-c3c[nH]c4ccccc34)o2)c2ccc(F)cc2)cc1OC,-23,1.4,3,1.0,-3,4.0,-16,-44,-23,-0.1,3
O=C(COc1ccc2c(c1)oc(=O)c1ccccc12)NCCCN1CCOCC1,11,1.3,1,-1.5,3,-2.1,-11,-2,-14,-2.4,-3
COc1cccc2cc(-c3nc4ccccc4o3)c(=O)oc12,0,2.0,-6,3.4,-1,0.0,199,20,67,-0.3,-11
CC1CN(C(=O)COC(=O)c2cc(Cl)ccc2Cl)CC(C)O1 (centres undefined),12,2.7,-5,-0.7,-8,-2.4,.,15,-5,0.1,6
COc1ccc(-c2cc(=O)c3ccccc3o2)cc1,19,2.6,4,2.4,12,-3.8,-1,1,-4,1.0,-4
COc1ccc2cc(C(=O)NCCCN3CCCC3=O)[nH]c2c1,15,-0.2,-5,2.2,-9,-3.1,10,-23,-10,0.4,0
SMILES,OPRM1-OPRD1 inv,phage Ecoli inh,PKA-R2B activ,AddAB inh,PKA-R1A activ,OPRM1-OPRD1 ag,SUMO Mot1 rescue,HTR5A inv ctr,PfHsp90 set2,Ecoli viability,Tat transport
CN(C)/C=C(\C#N)C(=O)N/N=C(\CC(=O)C(F)(F)F)c1ccco1,10,0.8,8,-0.4,6,-2.2,-18,-15,11,0.2,-3
Cc1ccc(NS(=O)(=O)c2cc(NC(=O)c3ccc4c(c3)NC(=O)CS4)ccc2Cl)c(C)c1,-7,4.5,10,4.0,-7,1.4,34,-23,-25,0.6,-6
Cc1ccc(S(=O)(=O)c2c(C)nn(-c3ccccc3)c2OC(=O)c2ccco2)cc1,10,3.1,-18,1.9,-6,-2.1,-9,1,7,0.5,-3
Cc1ccc(OCC(=O)N/N=C/c2ccco2)cc1,14,3.5,-19,-0.3,-7,-2.5,14,-11,13,-0.2,-6
COC(=O)c1cc(S(=O)(=O)N(C)c2ccc(C)c(C)c2)c[nH]1,10,1.5,-18,3.7,-7,-1.9,-17,15,5,0.4,-6
O=S(=O)(N/N=C\c1ccc2c(c1)OCO2)c1ccc(Cl)cc1,5,3.2,0,1.9,-1,-0.9,5,-49,1,1.0,-3
CC(=O)c1ccc(S(=O)(=O)N2CCN(C(=O)c3ccc(-n4nc(C)c(Cl)c4C)cc3)CC2)cc1,-6,0.6,9,1.8,8,1.5,6,-18,-23,-0.2,-4
CCOc1ccc(NC(=O)c2cccc3c2C(=O)N(Cc2cccnc2)C3)cc1,16,2.1,0,-0.3,-7,-2.8,2,6,-17,0.9,5
C/C(=N\NC(=S)NC1CCCCC1)c1cccc(C(F)(F)F)c1,-2,3.4,4,4.4,-1,0.4,-28,-15,-9,1.9,3
O=C(CSc1ccccn1)C12CC3CC(CC(C3)C1)C2,-54,1.8,-3,-1.0,-16,9.5,29,-4,6,-0.4,-4
CC(C)Cc1nc(SCC(=O)N2CCCCC2)c2c(=O)n(C)c(=O)n(C)c2n1,-5,1.3,-4,2.0,1,1.3,276,-14,13,-1.7,13
